b-catenin transl: modulators of beta-catenin nuclear translocation, primary screen, imaging, HeLa cells, immunofluorescence, high-content | nuclear translocation activity, % at 5 µM | 190,000 tested, 0.3% active;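 active means nuclear translocation activity above 50% at 5 µM, with a well cell count of 50 or more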;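 further: per-cell ratio of nuclear to cytoplasmic median beta-catenin stain intensity; plate controls were DMSO negative control for no effect and GSK-3 inhibitor IX positive control for full effect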
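Assay system: human HeLa cells, native beta-catenin; doses: 5 µM primary, 0.02–20 µM confirmation; incubation: compound treatment 24 h, 37°C, 5% CO2; technique: fluorescence imaging of beta-catenin antibody stain plus DAPI; measure: % activation, nuclear-to-cytoplasmic median beta-catenin signal ratio per cell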
Insulin prom up: insulin promoter activators in MIN6 cells, imaging, high-content screening, mouse beta cells | MIN6 insulin promoter-GFP reporter; stronger effect = higher value | z-score at 5 µM | 190,000 tested, 0.3% active;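 active means z-score above 3 at 5 µM with at least 500 cells counted in the well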
Myeloid diff MLP: induction of myeloid progenitor differentiation, primary screen, cell-based, flow cytometry, MLPCN library; ER-HoxA9 myeloid progenitors, lysozyme-GFP differentiation; AID 624256, 2012; 360,000 tested, 1% active; calls only at 10 µM;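 active means normalized GFP-positive differentiation at or above the plate's own cutoff, the solvent-only control mean plus 3 SD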;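 further: cells exposed to compound for four days before flow analysis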
MT stabilize HCS: microtubule stabilizers in HeLa cells, primary screen, imaging, high-content imaging. AID 2205, 2009. HeLa tubulin immunostaining HCS, 24 h; share of cells brighter than vehicle mean+2SD. % tubulin-high responders, % at 10 µM. 200,000 tested, 0.83% active;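 active means plate Z-score above 3 for both tubulin-high and condensed-nucleus cell shares, with cell loss under 80%, at 10 µM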;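 further: anti alpha tubulin signal scored within the nucleus-defined area of each cell; some results filed as inactive read as strong as hits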
Hep lipid drop: inhibitors of hepatocyte lipid droplet formation, primary screen, imaging, high-throughput imaging, BODIPY stain; AML12 mouse hepatocytes, oleate lipid droplets; inhibition, % at 6.5 µM; 240,000 tested, 0.4% active; AID 1656, 2009;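 active means lipid droplet intensity inhibited by at least 50%, with more than 500 cells counted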
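Material: mouse AML12 hepatocyte cell line, fixed after treatment; Timing: compound with oleate, overnight; Technique: high-content imaging of BODIPY-stained droplets and DAPI nuclei; Probe or stimulus: oleate, 100 µM final; Dosing: compound at 6.5 µM only.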
Autophagy mod: autophagy modulators in MEF cells, primary screen, imaging, high-content, MEF GFP-LC3; MEF GFP-LC3 puncta imaging; test concentration mostly 10 µM; calls only at 10 µM (by protocol); 190,000 tested, 0.98% active; AID 463193, 2010;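 active means percentage of spot-positive cells more than 3 SD above its plate mean, without a fluorescence outlier flag or 80% toxicity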;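 further: spot-positive cell cutoff set from DMSO-treated cells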
T cell HTS: modulators of CD8 T cell-vesicle binding, primary screen, mouse 2C CD8+ T cells, flow cytometry; 330,000 tested, 0.068% active; 2C CD8+ T cell-vesicle binding; stronger effect = lower value; calls only at 7 µM;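 active means response, share of CD8 T cells binding vesicles, and their 90th percentile fluorescence all below set limits, cut at about 80% in these data, passing the limit was not always enough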
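Test system: purified 2C TCR transgenic mouse naive CD8+ T cells. Probe or stimulus: QL9-peptide-loaded Drosophila micro-vesicles bearing Ld, ICAM-1 and B7-1. Incubation: binding step 1.5 h, 37 °C, antibody labelling 20 min, ice. Measured by: flow cytometry of vesicle-bound cells.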
West Nile antiviral: West Nile virus antiviral activity, cell-based, CPE readout (AID 1621); West Nile virus-infected cells, CPE inhibition; higher % means a stronger effect; one-dose CPE inhibition, % at 10 µM; IC50 in µM for titrated hits; 290,000 tested, 0.02% active; in the data active means a potency from the dose series; further: strong numbers were not always called active
WT yeast gro inh: growth inhibition of WT strain, primary screen, mitochondrial fusion inhibitor project, WT and mutant strains, chemical genetic. mitochondrial fusion phenotypic screen. inhibition, % at 10 µM. 190,000 tested, 2.1% active. AID 1362, 2008; in the data active means inhibition above about 58%; tested in S. cerevisiae
WT yeast gro inh mutant strain: recorded beside WT yeast gro inh, whose call it bears; inhibition, %; mitochondrial fusion phenotypic screen, mutant strain inhibition
Insulin prom up cell count: also measured in Insulin prom up; calls as there; cell count; measured here: cytotoxicity, nuclei count;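 total cells summed across four imaged fields per well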
Hep lipid drop cells 6.5 µM: recorded beside Hep lipid drop, whose call it bears; cell count; measured here: cell count, cytotoxicity flag;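 cells counted across two imaged fields per well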
b-catenin transl cell count 5 µM: further read-out of b-catenin transl, marked with its call; cell count; measured here: cell count, cytotoxicity flag
T cell HTS vesicle-bound %: also measured in T cell HTS; calls as there; double positive events, %; measured here: CD8+ vesicle-bound cell fraction;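 binding gate set so that unloaded-vesicle control wells show 10% double positive cells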
MT stabilize HCS Hoechst-high %: also measured in MT stabilize HCS; calls as there; % Hoechst-high responders; measured here: nuclear condensation Hoechst responders;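 share of cells brighter than vehicle mean plus two SD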
MT stabilize HCS cytotoxicity %: recorded beside MT stabilize HCS, whose call it bears; toxicity, %; measured here: cytotoxicity by cell density;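 0% = mean cell density of plate MIN control wells and 100% = no cells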
Autophagy mod cell loss 18 h: also measured in Autophagy mod; calls as there; toxicity, %; measured here: cell loss, nuclei count;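 cell loss after 18 h compound exposure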
Myeloid diff MLP GFP+ MAC1+ %: also measured in Myeloid diff MLP; calls as there; GFP+ MAC1+ double positive, %; measured here: differentiation confirmed by MAC1 staining
Numbers without * were called inactive; i = inactive; . = no result given; + = active, no number.

compound	b-catenin transl	b-catenin transl cell count 5 µM	Insulin prom up	Insulin prom up cell count	Myeloid diff MLP	Myeloid diff MLP GFP+ MAC1+ %	MT stabilize HCS	MT stabilize HCS Hoechst-high %	MT stabilize HCS cytotoxicity %	Hep lipid drop	Hep lipid drop cells 6.5 µM	Autophagy mod	Autophagy mod cell loss 18 h	T cell HTS	T cell HTS vesicle-bound %	West Nile antiviral	WT yeast gro inh	WT yeast gro inh mutant strain
CCOc1ccc2nc(SCC(=O)NCc3ccc(OC)cc3)[nH]c2c1	.	.	.	.	i	0.4	.	.	.	-6.5	862	.	.	i	32.2	-1.3%	.	.
COC(=O)Nc1nc2ccc(-c3n[nH]c(=O)c4ccccc34)cc2[nH]1	5.5	493	0.33	1175	+	1.4*	4.1	5.5	4.9	-98.7	783	i	-33.0	i	49.9	-0.1%	-6.5	-19.0
O=C(C(Cc1ccccc1)n1cccc1)N1CCN(c2ncccn2)CC1 (stereo unspecified)	.	.	1.53	898	i	3.5	2.4	4.7	7.5	.	.	i	-2.6	i	30.4	-0.2%	-3.3	1.7
CS(=O)(=O)N(CC(=O)NC1CCCCC1)Cc1ccc(F)cc1	-2.0	1047	-0.48	1360	i	0.8	1.2	1.1	0.5	16.5	694	i	24.7	i	65.7	-0.5%	11.2	13.2
CC(=O)N(NC(=O)c1ccc(C)cc1)C1CC(=O)N(c2ccccc2Cl)C1=O (stereo unspecified)	-0.6	1064	-0.04	1359	i	0.6	4.1	3.0	11.1	9.7	632	i	-1.1	i	44.7	0.1%	-3.6	-28.2
CC(C)(C)Nc1c(N)c(=O)oc2ccccc12	.	.	.	.	i	0.6	2.1	0.1	0.1	27.9	689	i	-3.7	i	40.9	0.1%	14.6	7.8
O=[N+]([O-])c1ccc(Nc2ccc(F)cc2)cc1	.	.	.	.	i	0.8	.	.	.	-8.6	731	.	.	i	24.8	-0.5%	.	.
C/C(=C\c1ccccc1)CN1CCN(c2cccc(Cl)c2)CC1	1.0	1390	-0.7	1653	i	5.3	2.3	2.1	10.8	.	.	i	0.5	i	42.4	-0.5%	-4.2	-1.6
O=c1[nH]nc(CNc2ccc(O)cc2)c2ccccc12	-6.2	1211	-0.62	859	i	0.9	3.1	2.0	1.4	1.1	733	i	11.8	i	50.3	0.2%	20.7	-27.8
Cc1ccccc1C(=O)Nc1cccc(C(=O)N/N=C/c2cc(Cl)cc([N+](=O)[O-])c2O)c1	-1.8	1071	-0.93	1376	i	0.7	1.3	1.4	1.6	0.3	679	i	29.5	i	49.1	-0.5%	2.2	-5.2
CCC(c1c(C)[nH]oc1=O)c1c(C)[nH]oc1=O	-1.8	899	1.16	1067	i	0.4	6.4	2.4	16.8	.	.	i	-2.3	i	25.3	0.3%	-8.1	-19.0
Clc1ccc(Nc2ncn[nH]2)c(Cl)c1	-0.3	1413	-0.02	1439	i	0.4	6.8	2.2	2.4	-4.3	691	i	25.7	i	29.3	0.3%	19.7	18.7
Cc1cc(C)nc(SCCCn2c(=O)[nH]c3ccccc32)n1	-0.2	927	-0.27	1102	i	0.3	5.3	3.4	16.1	.	.	i	49.7	i	56.8	-0.4%	-5.0	-4.2
CCOC(=O)c1c(CCl)nc2ccccc2c1-c1ccccc1	-0.5	1360	0.28	808	i	0.3	.	.	.	-0.2	683	.	.	i	24.8	0.2%	.	.
CN(CCc1ccccn1)C(=O)CCC1CCCN(Cc2ccccc2OC(F)F)C1 (stereo unspecified)	-1.1	974	-0.32	1462	i	0.2	3.2	1.9	3.5	-8.2	656	i	11.5	i	5.4	-1.3%	19.8	6.4
Fc1ccc(CSc2nnc(-c3ccco3)o2)cc1	-0.7	1265	1.49	1009	i	0.2	.	.	.	0.0	730	.	.	i	13.1	-0.5%	.	.
Cc1ccc(C)c(CN2CCC(CNC(=O)Nc3ccc(Br)cc3F)CC2)c1	.	.	.	.	i	0.5	.	.	.	-11.3	814	.	.	i	26.0	-1.4%	.	.
CCOC(=O)C1(CC2CC2)CCN(C(=O)c2cc(C)nc3ccc(CC)cc23)CC1	0.6	1497	-0.63	1530	i	0.2	2.5	1.1	0.3	-7.4	701	i	-2.5	i	32.1	0.3%	25.9	-10.9
CC(CC12CC3CC(CC(C3)C1)C2)NCc1ccccc1O (stereo unspecified)	.	.	.	.	i	0.8	.	.	.	4.3	798	.	.	i	53.2	-2.1%	.	.
CCOC(=O)c1c(C)[nH]c(C)c1C(=O)COC(=O)c1cc2ccccc2cc1O	0.0	1124	-0.83	1380	i	0.1	3.1	2.3	8.2	-8.7	673	i	-6.7	i	50.8	-1.2%	74.4*	-4.3*
CC1S/C(=N/N=C/c2ccco2)NC1=O (stereo unspecified)	1.2	1383	-0.13	1651	i	0.7	2.6	2.2	5.6	.	.	i	-4.2	i	59.5	0.7%	-3.3	0.8
Cc1ccc(NC(=O)CN2C(=O)N/C(=C/c3ccc4c(c3)OCCO4)C2=O)cc1	.	.	.	.	i	3.0	.	.	.	-10.2	758	.	.	i	14.9	-0.3%	.	.
CCOc1ccccc1C(=O)NCC(=O)Nc1ccc(-c2ccccc2)cc1	.	.	.	.	i	1.5	.	.	.	15.3	770	.	.	i	37.8	-0.3%	.	.
Cc1ccc(C2CCN(C(=S)Nc3cccc(C)c3)C2)cc1 (stereo unspecified)	0.1	1119	-0.01	1297	i	0.5	3.2	2.3	9.3	5.2	717	i	6.7	i	39.3	-0.6%	77.9*	59.9*
Cc1ccc(OCc2cc(C(=O)N(C)CCc3ccccn3)no2)cn1	.	.	.	.	i	0.0	.	.	.	-0.3	739	.	.	i	41.8	-0.4%	.	.

Look-ups from above:
Cc1cc(C)nc(SCCCn2c(=O)[nH]c3ccccc32)n1 in West Nile antiviral reads -0.4%
Cc1ccc(NC(=O)CN2C(=O)N/C(=C/c3ccc4c(c3)OCCO4)C2=O)cc1 in Myeloid diff MLP GFP+ MAC1+ % reads 3.0

Continued.
compound	b-catenin transl	b-catenin transl cell count 5 µM	Insulin prom up	Insulin prom up cell count	Myeloid diff MLP	Myeloid diff MLP GFP+ MAC1+ %	MT stabilize HCS	MT stabilize HCS Hoechst-high %	MT stabilize HCS cytotoxicity %	Hep lipid drop	Hep lipid drop cells 6.5 µM	Autophagy mod	Autophagy mod cell loss 18 h	T cell HTS	T cell HTS vesicle-bound %	West Nile antiviral	WT yeast gro inh	WT yeast gro inh mutant strain
Cc1ccc(CNC(=O)c2ccc(NC(=O)C3=CSCCO3)cc2)cc1	.	.	.	.	i	0.6	.	.	.	16.0	727	.	.	i	9.0	-0.2%	.	.
CCCCCCCSc1nnc(N)s1	3.5	925	0.08	1322	i	1.0	.	.	.	21.7	704	.	.	i	23.5	1.9%	.	.
C=CCOc1cccc(CNCc2ccncc2)c1	.	.	.	.	i	0.3	.	.	.	-3.1	809	.	.	i	58.7	-1.6%	.	.
CC(C)(C)OC(=O)NCCc1nnc(SCc2ccccc2)o1	0.3	1303	-0.53	1073	i	0.2	.	.	.	12.3	768	.	.	i	13.4	-1.1%	.	.
COc1ccccc1NC(=O)c1sc2nc3n(c(=O)c2c1C)CCC3	.	.	.	.	i	2.9	.	.	.	2.5	739	.	.	i	19.1	0.0%	.	.
COc1ccc(/C=N/NC(=O)CCn2nc(C)cc2C)cc1O	0.8	1269	-0.37	1090	i	0.6	.	.	.	-7.0	680	.	.	i	22.1	0.6%	.	.
Cc1cc(C)n(CCN(C)Cc2cn[nH]c2-c2ccc(F)cc2F)n1	-0.1	1104	0.66	1457	i	0.4	4.3	2.6	4.7	-13.4	673	i	15.8	i	59.5	-0.6%	0.2	-3.2
CN(CC(=O)OCC(=O)NC(=O)c1cccn1C)S(=O)(=O)c1ccc(Cl)cc1	-5.4	1202	0.47	859	i	0.5	2.4	1.4	9.0	-3.9	744	i	31.2	i	39.6	0.1%	8.6	14.8
COC(=O)CC1=C(C(=O)OC)C(c2cc(OC)c(OC)cc2OC)C(C#N)=C(N)O1 (stereo unspecified)	-1.8	1242	.	.	i	6.1	3.6	2.4	4.3	1.0	734	i	-1.5	i	1.8	-0.1%	-24.4	-16.6
CCc1ccc2[nH]c3nc(SCc4nnc(-c5ccc(C)cc5)o4)nnc3c2c1	0.2	1156	.	.	i	0.8	3.9	1.4	2.1	-6.4	680	i	2.7	i	64.9	0.0%	-14.9	-4.3

From PubChem BioAssay
